Screens as filed in PubChem BioAssay.
Abeta rescue: restores growth of yeast expressing A-beta42 peptide | yeast expressing A-beta42, growth rescue, OD600, 48 h; response scale: 0% DMSO, 100% iron-clioquinol control | Potency, µM (highest dose often 46.1 µM), inactives show at the top dose growth rescue, most hits filed as activators | hit rate 0.063% among 410,000 | AID 1347071; note: potency is the fitted concentration of half-maximal effect; nearly all actives have a fitted effect of over 55% in size
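Growth rescue measured by 600 nm absorbance after 48 h yeast culture at 30 C with compound. Values normalized between DMSO and an equimolar ferric chloride plus clioquinol control.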
PLK1 PBD block: inhibitors of human PLK1 polo-box domain binding; hit rate 2.8% among 360,000; Plk1 PBD binding of FITC phosphopeptide, fluorescence polarization; P53350; Potency, µM, without a hit: max response, negative = inhibition, hits mostly inhibitors; note: potency is the fitted concentration of half-maximal effect; series mostly up to about 57 µM; % is set by controls: 0 for no effect and ±100 for the full control effect; nearly all actives have a fitted effect of over 65% in size
EPAC1 antag: antagonists of human EPAC1; EPAC1 GEF assay, Rap1b-BODIPY-GDP exchange fluorescence; O95398; hit rate 0.14% among 360,000; Potency, µM (titrated, usually from 115 µM), inactives show at the top dose activity change, negative = inhibition, actives largely listed as inhibitors;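 note: potency is the fitted concentration of half-maximal effect; plate controls were vehicle for no effect and positive control for full effect; nearly all actives have a fitted effect of over 50% in size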
WRN helicase inh: inhibitors of human WRN helicase; WRN helicase unwinding, fluorescent forked duplex, kinetic; Potency, µM (highest dose often 114 µM), without a hit: at the highest dose activity change, negative = inhibition, hits mostly inhibitors; hit rate 0.46% among 360,000; AID 651768; note: potency is the fitted concentration of half-maximal effect; % is set by controls: 0 for no effect and ±100 for the full control effect; nearly all actives have a fitted effect of over 55% in size
Target sequence (Q14191 whole entry, looked up): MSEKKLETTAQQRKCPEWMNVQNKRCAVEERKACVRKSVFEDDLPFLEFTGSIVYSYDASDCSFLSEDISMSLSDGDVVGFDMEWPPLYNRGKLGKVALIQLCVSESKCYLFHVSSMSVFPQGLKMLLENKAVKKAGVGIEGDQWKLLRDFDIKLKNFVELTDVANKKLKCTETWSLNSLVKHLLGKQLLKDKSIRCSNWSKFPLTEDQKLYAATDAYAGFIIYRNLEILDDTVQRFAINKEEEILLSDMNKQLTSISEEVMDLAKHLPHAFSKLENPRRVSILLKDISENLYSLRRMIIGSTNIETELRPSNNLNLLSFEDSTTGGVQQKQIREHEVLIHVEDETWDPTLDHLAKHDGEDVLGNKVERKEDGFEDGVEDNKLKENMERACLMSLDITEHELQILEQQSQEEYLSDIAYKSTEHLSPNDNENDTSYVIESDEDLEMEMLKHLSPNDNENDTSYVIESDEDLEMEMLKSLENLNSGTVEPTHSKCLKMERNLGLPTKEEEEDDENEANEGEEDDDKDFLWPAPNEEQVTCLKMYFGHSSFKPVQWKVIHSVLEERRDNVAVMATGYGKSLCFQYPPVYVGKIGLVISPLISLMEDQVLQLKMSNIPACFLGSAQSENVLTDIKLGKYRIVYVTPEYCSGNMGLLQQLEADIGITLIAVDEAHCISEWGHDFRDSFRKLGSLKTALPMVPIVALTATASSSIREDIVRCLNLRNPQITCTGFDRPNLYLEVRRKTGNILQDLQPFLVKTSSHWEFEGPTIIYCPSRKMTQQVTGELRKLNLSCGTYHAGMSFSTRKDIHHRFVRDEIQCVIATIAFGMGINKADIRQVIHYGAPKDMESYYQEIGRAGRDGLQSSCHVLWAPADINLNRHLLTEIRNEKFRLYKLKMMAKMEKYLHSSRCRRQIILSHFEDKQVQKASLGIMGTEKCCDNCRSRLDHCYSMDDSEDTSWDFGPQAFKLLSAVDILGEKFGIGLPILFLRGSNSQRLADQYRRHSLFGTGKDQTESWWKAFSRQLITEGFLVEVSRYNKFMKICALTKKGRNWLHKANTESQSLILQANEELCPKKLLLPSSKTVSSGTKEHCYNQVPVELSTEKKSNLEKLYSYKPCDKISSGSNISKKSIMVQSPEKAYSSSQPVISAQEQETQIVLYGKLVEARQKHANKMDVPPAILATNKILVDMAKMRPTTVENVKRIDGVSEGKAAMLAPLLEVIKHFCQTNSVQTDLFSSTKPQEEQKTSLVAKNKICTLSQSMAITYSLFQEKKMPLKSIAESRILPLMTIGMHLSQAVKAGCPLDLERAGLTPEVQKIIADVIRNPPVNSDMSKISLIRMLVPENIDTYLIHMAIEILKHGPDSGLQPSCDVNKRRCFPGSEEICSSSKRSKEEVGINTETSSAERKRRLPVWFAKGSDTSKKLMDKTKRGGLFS
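Enzyme (20 nM final) and test compound sit together 15 min at room temperature before substrate addition. Substrate is a single-forked duplex oligonucleotide (100 nM) labelled with fluorophore and quencher, with 2 mM ATP; helicase unwinding raises red fluorescence, read kinetically.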
IL2 activator: activates IL-2 in a cell-based reporter assay; IL-2 activation reporter assay, cell-based qHTS; stimulated with anti-CD3/CD4/CD28 beads; in transgenic mouse T cells; activation, % (series mostly up to about 46 µM); hit rate 0.065% among 360,000; in the data active = activation above about 50%; inconclusive = mostly about 30% to 49%; note: 0% is about no effect
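Readout: EGFP and DsRed signals by fluorescent plate cytometry. Unstimulated transgenic mouse T cells received compound 60 min before antibody-bead stimulation, then incubated 18 h at 37 degrees C.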
EPAC1 agonist: agonists of human EPAC1; AID 720707; Potency, µM (titrated, usually from 154 µM), for the others: at the top dose activation, most hits filed as activators; EPAC1 agonist qHTS, biochemical assay; response scale: 100% = response to 6.5 mM cAMP; hit rate 0.073% among 360,000; O95398; note: potency is the fitted concentration of half-maximal effect; nearly all actives have a fitted effect of over 60% in size
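Read-out is the fluorescence drop as BODIPY-GDP leaves Rap1B (480 nm excitation, 540 nm emission), recorded every 5 minutes over 30 minutes. Reactions held 100 nM EPAC1, 250 nM Rap1B–BODIPY-GDP and 50 uM GDP, with 6.5 mM cAMP setting full activation.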
aSyn rescue: rescues yeast growth from alpha-synuclein toxicity | Yeast expressing alpha-synuclein, growth rescue, BacTiter-Glo, 24 h | Potency, µM (top dose mostly 46.1 µM), inactives show at the top dose growth rescue (activation), usual class: activators | hit rate 0.14% among 370,000; note: potency is the fitted concentration of half-maximal effect; % of control where 0% means no effect; nearly all actives have a fitted effect of over 65% in size
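Readout is rescue of growth in alpha-synuclein-expressing yeast, so inhibitors of toxicity appear as activators. Growth after 24 hr at 30 deg C in galactose medium is quantified by luminescence.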
FUS yeast rescue: suppressors of FUS proteinopathy in yeast; S. cerevisiae FUS-expressing, growth rescue, OD600, 24 h; AID 1347120; hit rate 0.24% among 390,000; Potency, µM (doses to about 76.6 µM), for the others: at the highest dose growth rescue (activation), actives largely listed as activators;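 note: potency is the fitted concentration of half-maximal effect; plate controls were DMSO vehicle for no effect and reference control for full effect; nearly all actives have a fitted effect of over 55% in size; some results filed as inactive show a strong effect at the top dose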
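Yeast expressing FUS under galactose induction, OD 0.005 in 2% galactose medium; compounds in a dilution series, 24 h at 30C. Growth rescue by absorbance at 600 nm; CP55940 positive control, DMSO negative.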
PI5P4K alpha inh: PI5P4K alpha (human) kinase inhibition | hit rate 1.2% among 330,000 | AID 652105 | PI5P4Kalpha enzyme, ADP-Glo luminescence, 60 min; stronger effect = lower value | max response, % | P48426; active = max response of -50% or lower; inconclusive = between -30% and -50%; inactive = -30% or higher; note: value at the top dose of about 77 µM; % is set by controls: 0 for no effect and ±100 for the full control effect
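ADP-Glo luminescence end-point after a 60 min room-temperature kinase reaction. PI5P4Kalpha and substrate in HEPES pH 7.4 buffer with EGTA, 0.1% CHAPS and 5% DMSO; ATP at 5 microM final.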
Starred values were filed as active, the others as inactive; ? = inconclusive; · = not tested or not shown; & = joins results of further samples; [ ] = another dose, or the depositor's remark. Unless noted, calls come from the whole dose curve; as a rule, active = well fitted curve in the direction sought with a large enough effect; inconclusive = small, poorly fitted or top-dose-only effect, or another doubt; inactive = no such curve, though single readings can be large; an effect the other way counts as inactive or inconclusive.

| nr | SMILES | Abeta rescue | PLK1 PBD block | EPAC1 antag | WRN helicase inh | IL2 activator | EPAC1 agonist | aSyn rescue | FUS yeast rescue | PI5P4K alpha inh |
| --- | --- | --- | --- | --- | --- | --- | --- | --- | --- | --- |
| 1 | CSc1nc2ccc(S(=O)(=O)N3CCCCC3)cc2s1 | -9% | -8% | 2% | -1% | -0.6 | 6% | -1% | 13% | · |
| 2 | COc1ccc(S(=O)(=O)c2c(O)c3ccc(C(=O)Nc4ccccc4)cc3[nH]c2=O)cc1 | 11%&-15% | -17% | 11% | -6% | -1.3 | -8% | -1% | 0%&-13% | -4 |
| 3 | O=C(COC(=O)c1ccc([N+](=O)[O-])s1)NCc1ccc(F)cc1 | -22% | 3% | ? | -5%[11.6 µM] | -4.3 | -3% | -47%[inhibitor] | 14% | -4 |
| 4 | O=C(Nc1cc(Cl)ccc1-n1cncn1)c1cc(S(=O)(=O)N2CCOCC2)ccc1F | 2% | 4% | 9% | 10% | -1.0 | -10% | -1% | 8% | 3 |
| 5 | CC(=O)NC1C(=O)N(CCN2CCOCC2)c2ccc(F)cc21 (stereo not drawn) | -20% | -12% | ? | -2%[11.6 µM] | -0.3 | -1% | -3% | -19% | 6 |
| 6 | COc1ccc(C(=O)Nc2ccncc2)cc1[N+](=O)[O-] | -18% | 2% | 19% | -3% | 1.9 | -2% | -6% | -25% | 5 |
| 7 | CC(C)CCn1cnc2c(oc3nc4c(cc32)CCCC4)c1=O | 3% | 4% | -1% | 9% | 0.6 | -3% | 5% | -11% | -3 |
| 8 | CC(Sc1nc2c(c(=O)n(C)c(=O)n2C)n1Cc1cc2c(cc1Cl)OCO2)C(=O)O (stereo not drawn) | -15% | -12% | 3% | -5% | -2.4 | -3% | -10% | 12% | 0 |
| 9 | CC(C)CC1Nc2ccc(C(=O)NCCCN3CCCCC3C)cc2NC1=O (stereo not drawn) | 10% | -7% | 8% | -7% | -2.3 | 4% | -2% | ? | -8 |
| 10 | COc1ccc([N+](=O)[O-])cc1NC(=O)Cn1ccsc1=N | 0% | -4% | 10% | 12% | -2.5 | -5% | -1% | · | 2 |
| 11 | O=C(O)c1cc2ccccc2cn1 | 22% | -3% | 14% | -8% | 1.0 | 12% | 3% | 13% | 6 |
| 12 | COc1ccc(OCCCC(=O)ON=C(N)c2ccccc2C)cc1 | -24% | -6% | -14% | -6% | -0.5 | 2% | 1% | 1% | 14 |
| 13 | Cc1ccsc1/C=C(\C#N)C(=O)NC1CCS(=O)(=O)C1 (stereo not drawn) | -7% | -4% | -23% | -3% | 0.1 | -1% | -8% | -23% | -7 |
| 14 | CCCCCC(=O)N1C[C@H](O)[C@@H](n2cc(COC(=O)c3ccccc3)nn2)C[C@@H]1c1ccc(C)cc1 | 8% | -4% | -10% | -5% | -2.1 | -2% | 4% | ? | -3 |
| 15 | O=C(NCCCN1CCOCC1)NC1CCCCC1 | 4% | -9% | 4% | -16%[57.1 µM] | -0.1 | -13% | -12% | 1% | 2 |
| 16 | Cc1cccc(-n2c(N)cc(=O)[nH]c2=S)c1C | 7% | -27% | 3% | 10% | -0.1 | -11% | -2% | 12% | 4 |
| 17 | CC(C)CC(=O)N=C1SC2CS(=O)(=O)CC2N1Cc1ccccc1 (stereo not drawn) | -2% | 0% | 0% | -18%[57.1 µM] | 2.7 | 13% | -5% | -9% | 1 |
| 18 | Cc1c(CCOC(=O)CC23CC4CC(CC(C)(C4)C2)C3)sc[n+]1CC(=O)c1ccccc1 | -40%[inhibitor] | -10% | -16% | -10% | -5.4 | -5% | -13% | ? | 1 |
| 19 | Cc1cc(C(=O)CC#N)c(C)n1-c1c(C)n(C)n(-c2ccccc2)c1=O | 3% | 21µM* | 8% | 4% | 1.2 | 12% | 4% | 13% | ? |
| 20 | O=C(COC(=O)Cc1ccc(F)cc1)NC(=O)NC1CCCC1 | 1% | -11% | ? | -7% | -0.7 | -1% | 5% | 4% | 3 |
| 21 | O=C(CN1CCCCC1)N1CCc2ccccc21 | -4% | -1% | -2% | -2% | -3.8 | 6% | -9% | -30% | 0 |
| 22 | O=C(NCCCn1ccnc1)/C(=C\c1cccnc1)NC(=O)c1ccccc1Br | 3% | -10% | 1% | 0% | -0.6 | -1% | 2% | · | -1 |
| 23 | O=[N+]([O-])c1cccc(S(=O)(=O)Nc2cccc(-c3ccc(N4CCCC4)nn3)c2)c1 | 10% | -11% | -13% | -32% | 0.3 | ? | 0% | 26% | -18 |
| 24 | C[N+]1(C2CCC3CCC2C3O)CCCC1 (stereo not drawn) | -8% | -3% | -5% | -26% | -1.4 | 4% | 6% | · | 8 |
| 25 | O=C(CSc1ccccn1)N1CCN(c2ncc(C(F)(F)F)cc2Cl)CC1 | -4% | -2% | -11% | -7% | -3.5 | -5% | -2% | 16% | -3 |
| 26 | CCc1c(C)nc(SCc2cccnc2)[nH]c1=O | · | -6% | 1% | -8% | -0.5 | 14% | -2% | -12% | 2 |
| 27 | CCOC(=O)N1CCC(n2c(SCC(=O)OCc3ccccc3)nc3ccsc3c2=O)CC1 | -12% | -1% | -16% | -13% | -1.5 | 16% | 1% | 0% | · |
| 28 | CC(=O)Nc1ccc(NC(=O)c2ccccc2N(C)S(=O)(=O)c2ccccc2)cc1 | -4% | -26% | -4% | -29% | -0.4 | 7% | 4% | 0% | 1 |
| 29 | O=C(NC1CCS(=O)(=O)C1)Oc1ccc(Cl)cc1 (stereo not drawn) | 12% | -3% | -9% | 10% | 0.3 | -1% | 1% | -5% | 1 |
| 30 | CC(C)(C)S(=O)(=O)c1c(C(=O)O)cccc1C(=O)O | 19% | 0% | -6% | 8% | -1.5 | -5% | 4% | 0% | 2 |
| 31 | O=C(CSc1nnc(-c2ccccc2)o1)c1ccc2c(c1)OCCO2 | 8% | ? | -12% | -33% | 0.5 | 3% | 0% | -5% | 5 |
| 32 | Cc1ccc2c(ccc(=S)n2C)c1 | 17% | -6% | 11% | 3% | -3.1 | 0% | 15% | 4% | 0 |
| 33 | Cc1nn(C(C)C(=O)NC2CCCCCC2)c(=O)c2nn(-c3ccccc3)c(C)c12 (stereo not drawn) | -8% | -15% | -2% | 2% | -0.5 | 14% | -8% | -16% | 0 |
| 34 | O=C(Nc1ccc(S(=O)(=O)Nc2ncccn2)cc1)c1nn(Cc2ccccc2)c(=O)c2ccccc12 | -7% | -10% | -10% | -10% | -2.4 | 3% | -2% | 26% | -24 |
| 35 | COc1ccc(C)cc1NC(=O)Nc1ccc2c(c1)CCC2 | -5% | 0% | -7% | 7% | -1.9 | -16% | 2% | 41% | 13 |
| 36 | CCC(CC)C(=O)Nc1ccc(C(=O)c2ccccc2)cc1 | 4% | -6% | -18% | 4% | -4.3 | 9% | -11% | 11% | -4 |
| 37 | O=S(=O)(Nc1ccc(S(=O)(=O)N2CCOCC2)cc1)c1ccccc1 | 14% | 0% | 7% | 5% | 13 | -3% | 0% | 11% | 6 |
| 38 | Cn1cc(C2CC(c3ccccc3)=NN2C(=O)c2ccccc2)c2ccccc21 (stereo not drawn) | ? | -6% | 10% | -36%[57.1 µM] | 0.2 | 24% | 19% | 21% | 1 |
| 39 | COc1ccc(C)cc1NC(=O)CN1CCN(S(=O)(=O)c2ccc(Br)cc2)CC1 | 18%&-7% | -2% | -12% | -7% | 0.1 | -27% | 8% | -5%&-16% | 16 |
| 40 | CC(C)(C)n1nnnc1C(c1cccnc1)N1CCN(c2ccccc2)CC1 (stereo not drawn) | -27% | 1% | -1% | 10% | -0.4 | 8% | 11% | -15% | -5 |

Three entries from above, screen by screen:
[29] O=C(NC1CCS(=O)(=O)C1)Oc1ccc(Cl)cc1 (stereo not drawn)
[37] O=S(=O)(Nc1ccc(S(=O)(=O)N2CCOCC2)cc1)c1ccccc1
[31] O=C(CSc1nnc(-c2ccccc2)o1)c1ccc2c(c1)OCCO2

screen / no. | 29 | 37 | 31
Abeta rescue | 12% | 14% | 8%
PLK1 PBD block | -3% | 0% | ?
EPAC1 antag | -9% | 7% | -12%
WRN helicase inh | 10% | 5% | -33%
IL2 activator | 0.3 | 13 | 0.5
EPAC1 agonist | -1% | -3% | 3%
aSyn rescue | 1% | 0% | 0%
FUS yeast rescue | -5% | 11% | -5%
PI5P4K alpha inh | 1 | 6 | 5

Reformatted: 2 of the compounds above.
Order of values: Abeta rescue	PLK1 PBD block	EPAC1 antag	WRN helicase inh	IL2 activator	EPAC1 agonist	aSyn rescue	FUS yeast rescue	PI5P4K alpha inh
#38 Cn1cc(C2CC(c3ccccc3)=NN2C(=O)c2ccccc2)c2ccccc21 (stereo not drawn)
  ?	-6%	10%	-36%[57.1 µM]	0.2	24%	19%	21%	1
#22 O=C(NCCCn1ccnc1)/C(=C\c1cccnc1)NC(=O)c1ccccc1Br
  3%	-10%	1%	0%	-0.6	-1%	2%	·	-1

Other records:
| nr | SMILES | Abeta rescue | PLK1 PBD block | EPAC1 antag | WRN helicase inh | IL2 activator | EPAC1 agonist | aSyn rescue | FUS yeast rescue | PI5P4K alpha inh |
| --- | --- | --- | --- | --- | --- | --- | --- | --- | --- | --- |
| 41 | N#Cc1c(N)nc2c(c1-c1cccs1)CCCC2 | -5% | -4% | -6% | -2% | 0.5 | 15% | -1% | -35% | 8 |
| 42 | CSc1nc2c(c(-c3ccc(O)cc3)c1C#N)CCC2 | 4% | -2% | 12% | -19% | -0.8 | 15% | 0% | 5% | 2 |
| 43 | CN1/C(=C\C(=O)C(F)F)C(C)(C)c2ccccc21 | 12% | -9% | -12% | 1% | -0.2 | 0% | 2% | -22% | 7 |
| 44 | CCc1ccccc1CC1CN(Cc2ccccc2)Cc2ccccc2N1c1ccc(OC)cc1 (stereo not drawn) | -2% | -8% | 0% | -7% | 0.4 | 10% | -24% | 6% | 11 |
